iPSC survival up = enhancers of human iPSC single-cell survival | hiPSC single-cell survival, ATPlite luminescence; 100% = ROCK inhibitor wells, 0% = DMSO | survival enhancement, % at 20 µM | actives 0.044% (n = 360,000); in the data active = survival enhancement above about 18%;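 also: cells exposed to compounds for 16 hours before the ATP read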
H9c2 protect = protects H9c2 cardiomyocytes from peroxide injury; protection from H2O2 cell death, % at 20 µM; actives 0.63% (n = 360,000); H2O2 injury protection, ATPLite, 2 h;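 active = compounds giving at least 50% protection of heart cells from peroxide-induced death in the single-dose screen, raw or plate-pattern-corrected value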;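 also: 0% = DMSO wells with peroxide and 100% = DMSO wells without peroxide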
CaV13 ICDI inh = Primary screen for inhibitors of IQ motif and Ca2+-dependent inactivation inhibitor domain binding in CACNA1D, Förster resonance energy transfer in living cells, …; HEK cells, CFP/YFP FRET ICDI-IQ, plate reader, 10 min; percent FRET-ratio fall versus neutral wells; inhibition, % at 12.3 µM; actives 0.098% (n = 340,000);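 active = mean replicate inhibition of at least 30% and at least 1% of replicates passing that level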;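 also: 0% = median of the neutral control wells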
TRPM1 prom inh = MITF TRPM1 promoter inhibition in SK-MEL-5 cells; AID 488899; SK-MEL-5 TRPM1 promoter luciferase, 24 h; actives 0.83% (n = 330,000); inhibition, % at 12.5 µM;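 active = mean inhibition across replicates of 60% or more, whatever share of single replicates reaches that level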; also: values of inactives mirror those of a sister screen read the other way
PDI inh = inhibitors of human protein disulfide isomerase | actives 0.052% (n = 350,000) | inhibition, % at 10 µM | PDI insulin aggregation turbidity, A650, 90 min | P07237;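 active = mean inhibition across replicates of 30% or more, whatever share of single replicates reach that level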;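 also: absorbance from insulin aggregation driven by PDI reduction with DTT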
Target sequence (P07237 whole entry, looked up): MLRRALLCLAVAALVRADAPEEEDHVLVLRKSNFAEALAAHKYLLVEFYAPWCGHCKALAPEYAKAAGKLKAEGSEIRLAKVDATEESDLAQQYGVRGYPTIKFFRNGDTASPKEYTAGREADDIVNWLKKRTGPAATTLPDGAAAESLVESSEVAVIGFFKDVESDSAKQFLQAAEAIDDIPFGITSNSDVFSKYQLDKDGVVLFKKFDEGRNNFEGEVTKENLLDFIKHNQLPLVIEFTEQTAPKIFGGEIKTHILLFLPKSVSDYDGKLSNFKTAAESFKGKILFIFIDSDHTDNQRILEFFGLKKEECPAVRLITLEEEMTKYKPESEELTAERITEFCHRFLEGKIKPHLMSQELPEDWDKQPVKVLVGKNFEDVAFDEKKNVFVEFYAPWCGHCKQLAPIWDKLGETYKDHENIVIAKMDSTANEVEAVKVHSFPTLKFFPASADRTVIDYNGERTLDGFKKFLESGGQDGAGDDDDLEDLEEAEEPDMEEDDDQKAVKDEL
NR2E3 ag-1 = activates human photoreceptor nuclear receptor NR2E3; Q9Y5X4; GST-NR2E3/biotin-RetCOR TR-FRET, 1536-well; inhibition of corepressor binding, % at 4.78 µM; actives 0.12% (n = 320,000); AID 2300;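 active = percent inhibition above the cutoff of mean plus 3 SD of all tested compounds, set per screening campaign, cut at about 20% in these data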;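 also: 0% = DMSO wells and 100% = biotin wells as full block of FRET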
Target sequence (Q9Y5X4 whole entry, looked up): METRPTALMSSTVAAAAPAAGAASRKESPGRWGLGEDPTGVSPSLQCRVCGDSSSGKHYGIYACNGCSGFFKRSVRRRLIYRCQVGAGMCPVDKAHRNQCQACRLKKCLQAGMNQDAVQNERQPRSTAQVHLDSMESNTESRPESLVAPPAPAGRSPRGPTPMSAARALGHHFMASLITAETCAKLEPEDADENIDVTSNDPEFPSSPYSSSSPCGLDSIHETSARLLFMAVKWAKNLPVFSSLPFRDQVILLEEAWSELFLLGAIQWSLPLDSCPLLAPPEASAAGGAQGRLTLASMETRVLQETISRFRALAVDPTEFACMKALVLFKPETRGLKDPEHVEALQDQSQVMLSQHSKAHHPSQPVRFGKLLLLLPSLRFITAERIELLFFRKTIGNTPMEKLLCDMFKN
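Material: NR2E3–RetCOR corepressor complex / Incubation: Compound–protein incubation for 5 h at 4 °C / Dosing: compound at 4.8 µM, single dose / Detection: time-resolved FRET / Benchmarks: high control biotin, low control 0.6% DMSO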
Peg3 prom inh = reduces Peg3 promoter-driven luciferase expression in HeLa; inhibition, % at 20 µM; AID 588405; actives 1.7% (n = 360,000); HeLa PEG-Prom luciferase reporter, luminescence, overnight;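 active = inhibition of at least 50% at 20 µM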
NR2E3 ag-2 = human photoreceptor-specific nuclear receptor agonism; CHO-S Gal4-NCOR/VP16-NR2E3 two-hybrid, luciferase; inhibition of corepressor binding, % at 3.98 µM; actives 0.35% (n = 360,000); AID 602229;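 active = inhibition above the mean of all tested compounds plus 3 SD, cut at about 70% in these data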;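 also: 0% = DMSO with NR2E3 transfected cells and 100% = cells lacking NR2E3 construct; higher means lower luciferase signal from less NR2E3 corepressor binding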
HIF-2a block = blocks HIF-2a reporter activity | inhibition, % at 18.8 µM | 786-0 RCC cells HIF-2a reporter, luciferase luminescence, overnight | actives 0.72% (n = 360,000);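 active = inhibition of the luminescence signal of 40% or more relative to plate controls, in a single-dose primary screen at 18.75 µM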
m5-HT2A agonist = agonists of mouse serotonin 5-HT2A receptor (HTR2A); CHO-K1 mHTR2A beta-arrestin complementation, luminescence; percent of 30 µM serotonin response; activation, % at 7.6 µM; actives 0.66% (n = 360,000); AID 624169;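 active = activation above a run cutoff, the mean activation of all tested compounds plus 3 SD, cut at about 14% in these data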;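 also: 0% = plate median of compound wells and 100% = 30 µM serotonin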
Shn3 3UTR inh = reduces Shn3 3'UTR luciferase signal in osteoblasts. Clone20 osteoblast Shn3 3'UTR firefly luciferase, 24 h. inhibition, % at 12.5 µM. actives 0.52% (n = 360,000). AID 588674;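 active = mean inhibition of at least 75% with every replicate also reaching 75%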;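 also: 0% = median of neutral control wells and 100% = pilot-screen positive control compound; some compounds past the cut are filed as inactive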
* marks the source's active call; other numbers are inactive results; / = no result given.

SMILES	iPSC survival up	H9c2 protect	CaV13 ICDI inh	TRPM1 prom inh	PDI inh	NR2E3 ag-1	Peg3 prom inh	NR2E3 ag-2	HIF-2a block	m5-HT2A agonist	Shn3 3UTR inh
O=C(CSc1nnc(-c2ccc(F)cc2)o1)Nc1ccc(S(=O)(=O)N2CCCC2)cc1	6.5	-6	/	1	-1	3	18	9	1	-4	12
Cc1ccc(NCC(=O)N/N=C/c2c[nH]c3ccccc23)cc1	2.1	4	-5	5	-11	5	-11	-2	-34	-7	0
Cc1cccc(NS(=O)(=O)c2cc([N+](=O)[O-])ccc2C)n1	-0.7	2	-2	-46	-10	2	1	-5	5	-1	5
O=C(CSc1nc(=O)n2ccccc2n1)NCc1ccccc1	0.1	-4	-6	4	-7	-4	-8	14	-6	1	-3
CCOC(=O)C(=O)Nc1ccc(S(=O)(=O)Nc2ncccn2)cc1	0.7	0	-5	-3	-4	3	-3	4	2	4	-27
CN(C)CCCNc1oc(/C=C/c2cccs2)nc1S(=O)(=O)c1ccccc1	-0.1	1	-5	3	-5	6	-20	-11	1	-10	-5
CC(C)N(Cc1cnn(C)c1)C(=O)C1CCC(=O)N(CCc2cccc(F)c2)C1 (stereo not drawn)	-0.4	-2	-6	-6	-2	/	-38	-33	-105	7	0
CCCCCCCCCCCCCCCC(=O)NCCc1c[nH]c2ccccc12	1.0	-6	/	9	/	3	-6	-9	11	6	5
COc1ccc(OC)c(C2CC(=O)Nc3n[nH]c(-c4ccccc4)c32)c1 (stereo not drawn)	2.0	-2	-4	0	0	-3	11	-8	8	0	-1
C[C@H]1CN=C(Nc2ccccc2)N1CC1CCC1	-1.7	2	-10	-1	-4	2	-2	3	-1	6	-12
O=C(Nc1ccccc1)C1=C(Nc2ccccc2)CSC1	5.7	1	-6	/	6	/	-59	-20	-31	8	6
Cc1cccc(NC(=O)CCC(=O)N/N=C/c2ccco2)c1	-0.9	-6	-5	8	5	2	8	4	26	-4	8
CCOC(=O)c1cnc2cc(-c3ccc(Cl)cc3)nn2c1N	1.0	-1	-7	-148	-2	5	-94	-30	-172	-1	-82
C=CCNC(=O)CC(C)C(CCCCC)C(=O)O (stereo not drawn)	1.1	8	/	3	0	4	-1	-4	21	0	-26
COC(=O)Nc1c(-c2ccccc2)nc2ccc(Cl)cn12	-0.6	2	-2	-13	6	0	8	-23	5	8	-12
COc1cccc(N2CCN(S(=O)(=O)c3ccc4c(c3)CC(C)N4C(=O)C3CC3)CC2)c1 (stereo not drawn)	0.3	-3	-3	16	4	-1	11	-7	-3	7	9
C[C@]12C(=O)N(c3ccccc3)C(=O)N1[C@H]1c3ccccc3OC[C@@H]1[C@H]2c1ccccc1	-1.6	8	-5	8	-3	/	7	-10	7	-1	-1
CC(=O)c1ccc(Nc2ncnc3ccc(Br)cc23)cc1	-2.9	1	-5	/	6	/	-9	-11	17	3	0
CSc1ccccc1NC(=O)NCCCl	0.1	-3	-3	-7	0	2	7	33	3	1	0
COc1ccc2sc(-c3ccccc3OC)c(-c3ccc(OC)nc3)c2c1	-3.9	-12	-3	-19	1	0	-67	-28	-128	-7	-54
CN(C)C(=O)COC(=O)c1ccc(S(=O)(=O)NCc2ccco2)cc1	0.4	0	-5	-7	0	5	9	-6	8	-3	-3
CC(=Nc1ccccc1)C1=C(O)C(Cc2ccc(F)cc2)NC1=O (stereo not drawn)	-2.5	4	-7	/	2	/	-82	-78	-70	-7	-17
Cc1cc(C)nc(SCC(=O)Nc2ccc(S(=O)(=O)N3CCCCC3)cc2)n1	1.9	1	-6	9	9	-4	45	0	29	-4	26
Cc1ccc(C(=O)Nc2ccc(C(=O)N3CCCCC3)cc2)o1	-0.4	4	-6	-23	0	1	-43	-33	-85	7	-34
COc1ccc(CNC(=S)NNC(=O)c2cc3ccccc3o2)cc1	0.0	1	-4	2	0	3	-23	-20	-40	6	-2
Going on with the list:
SMILES	iPSC survival up	H9c2 protect	CaV13 ICDI inh	TRPM1 prom inh	PDI inh	NR2E3 ag-1	Peg3 prom inh	NR2E3 ag-2	HIF-2a block	m5-HT2A agonist	Shn3 3UTR inh
CCN1C(=O)[C@@H]2[C@@H](c3ccc(SC4CCCCC4)cc3)N3CCCC[C@@]3(C(=O)OC)[C@@H]2C1=O	-1.0	-10	-13	12	1	1	4	-27	39	2	10
CC(=O)c1cc(N2CCOCC2)ccc1[N+](=O)[O-]	-0.2	4	0	16	0	/	5	-6	21	4	-45
CCN(CC)C(=O)c1ncn2c1c(=O)[nH]c1ccccc12	-1.4	11	-6	/	-4	/	3	37	-19	3	-28
O=C(O)c1ccc(N2C(=O)/C(=C/c3ccc(-c4ccc([N+](=O)[O-])cc4)o3)C=C2c2ccccc2)cc1	0.6	-10	/	12	-1	-1	38	-36	16	6	-1
CCOC(=O)CC(=O)CSCC(=O)Nc1ccc(C)cc1	-1.9	2	-4	7	3	5	-26	-9	-20	16*	-2
Cc1nn(-c2ccccc2)c(C)c1C(=O)OCC(=O)N1CC(=O)Nc2ccccc21	1.3	7	-5	-5	2	-1	7	11	-29	-1	-31
CC1C(=O)Nc2ccccc2N1C(=O)c1ccccc1 (stereo not drawn)	-0.4	-1	-5	13	3	0	-17	-4	-23	2	-5
COc1cc(/C=N/NC(=O)c2cccs2)ccc1OCc1ccccc1	-1.6	24	-6	-36	7	-1	-92	-65	-130	-3	-27
Cc1cccc(C)c1NC(=O)CSc1nnc(C)n1-c1ccccc1	-1.5	1	0	6	-6	1	7	-2	10	1	-15
Cc1nc(Nc2ccccc2C)c2cnn(C)c2n1	7.3	-7	-9	9	0	/	17	-12	19	6	-4
COc1ccccc1-c1cc(C(=O)NCc2ccccc2)no1	1.0	-5	-4	0	3	3	-32	-31	-60	-2	0
CCc1noc(C)c1C(=O)Nc1ccc(-c2nnc3n2CCCCC3)cc1	1.6	3	-7	-11	5	-6	11	4	4	-1	-14
Cc1ccc(-n2c(SCC(=O)NCC3CCCO3)nc3c(c2=O)SCC3)cc1 (stereo not drawn)	12	0	-4	6	-2	1	9	-6	18	-3	-1
CN(Cc1ccccc1)C(=O)CSc1nc2ccccc2[nH]1	0.3	1	-5	-54	6	1	-132	-37	-164	-2	-37
COc1cc(Cl)ccc1OCc1cc(C(=O)N2CCCCCC2)no1	-0.4	-3	-3	-18	2	-4	-110	-66	-127	0	11
C/C(CC(=O)Nc1ccc2c(c1)OCO2)=N\NC(=O)C(c1ccccc1)c1ccccc1	-0.8	0	-3	9	-2	-5	5	14	12	-3	-16
COc1ccc(-c2cc(C(=O)N3CCN(c4ccccc4O)CC3)c3ccccc3n2)cc1	-0.2	-16	-6	/	-1	3	-123	-47	-204	3	-109
Cc1cccc(-c2cc3nc4c(c(N5CCOCC5)n3n2)CCCC4)c1	-1.5	-1	-8	-37	-7	-2	-221	-151	-224	-6	7
Cc1nnc(-c2ccc(Oc3ccc(C)c(C)c3)c([N+](=O)[O-])c2)o1	6.4	-13	-4	11	1	1	21	-16	-13	1	-5
C=CCOc1cccc(C2C(C(=O)c3ccco3)=C(O)C(=O)N2Cc2ccncc2)c1 (stereo not drawn)	0.8	-1	-5	4	3	5	-3	-2	4	-2	-2
O=C1c2cccnc2C(Nc2ccc(Br)cc2)N1Cc1cccs1 (stereo not drawn)	-3.0	-7	4	-7	0	2	8	7	14	-3	1
O=C(Nc1nnc([C@H]2C[C@H](O)[C@@H](CO)O2)s1)Nc1ccccc1C(F)(F)F	-2.0	8	-10	/	4	/	7	-18	8	3	8
COc1ccc(-n2c(CNC(=O)c3cccs3)n[nH]c2=S)cc1	-1.2	-4	-3	-3	7	7	14	-19	4	-1	-3
Cc1cc2c(cc1C)NC(c1nc3ccccc3[nH]1)C1=C(CC(C)(C)CC1=O)N2 (stereo not drawn)	-0.7	-1	/	9	8	1	-104	-31	-142	2	-4
O=C(COc1ncnc2c1cnn2-c1ccccc1)Nc1ccc(S(=O)(=O)N2CCCCC2)cc1	-0.8	1	-6	15	12	0	18	-48	5	-1	10
CC1Cc2[nH][nH]c(=O)c2C(C2CCCC2)O1 (stereo not drawn)	-0.4	/	-5	/	/	/	/	-1	5	4	/

Shown in CSV form: part of the list above.
Compound,iPSC survival up,H9c2 protect,CaV13 ICDI inh,TRPM1 prom inh,PDI inh,NR2E3 ag-1,Peg3 prom inh,NR2E3 ag-2,HIF-2a block,m5-HT2A agonist,Shn3 3UTR inh
CCN1C(=O)[C@@H]2[C@@H](c3ccc(SC4CCCCC4)cc3)N3CCCC[C@@]3(C(=O)OC)[C@@H]2C1=O,-1.0,-10,-13,12,1,1,4,-27,39,2,10
CC(=O)c1cc(N2CCOCC2)ccc1[N+](=O)[O-],-0.2,4,0,16,0,/,5,-6,21,4,-45
CCN(CC)C(=O)c1ncn2c1c(=O)[nH]c1ccccc12,-1.4,11,-6,/,-4,/,3,37,-19,3,-28
O=C(O)c1ccc(N2C(=O)/C(=C/c3ccc(-c4ccc([N+](=O)[O-])cc4)o3)C=C2c2ccccc2)cc1,0.6,-10,/,12,-1,-1,38,-36,16,6,-1
CCOC(=O)CC(=O)CSCC(=O)Nc1ccc(C)cc1,-1.9,2,-4,7,3,5,-26,-9,-20,16*,-2
Cc1nn(-c2ccccc2)c(C)c1C(=O)OCC(=O)N1CC(=O)Nc2ccccc21,1.3,7,-5,-5,2,-1,7,11,-29,-1,-31
CC1C(=O)Nc2ccccc2N1C(=O)c1ccccc1 (stereo not drawn),-0.4,-1,-5,13,3,0,-17,-4,-23,2,-5
COc1cc(/C=N/NC(=O)c2cccs2)ccc1OCc1ccccc1,-1.6,24,-6,-36,7,-1,-92,-65,-130,-3,-27
Cc1cccc(C)c1NC(=O)CSc1nnc(C)n1-c1ccccc1,-1.5,1,0,6,-6,1,7,-2,10,1,-15
Cc1nc(Nc2ccccc2C)c2cnn(C)c2n1,7.3,-7,-9,9,0,/,17,-12,19,6,-4
COc1ccccc1-c1cc(C(=O)NCc2ccccc2)no1,1.0,-5,-4,0,3,3,-32,-31,-60,-2,0
CCc1noc(C)c1C(=O)Nc1ccc(-c2nnc3n2CCCCC3)cc1,1.6,3,-7,-11,5,-6,11,4,4,-1,-14
Cc1ccc(-n2c(SCC(=O)NCC3CCCO3)nc3c(c2=O)SCC3)cc1 (stereo not drawn),12,0,-4,6,-2,1,9,-6,18,-3,-1
